# Pf apPOL inh: Pf-apPOL DNA polymerase inhibition; Recombinant Pf-apPOL, molecular beacon fluorescence, 1.5 h; inhibition, % at 10 µM; hit rate 0.25% among 210,000; AID 1794808
# mHTT CaM bind: disrupts binding of mutant huntingtin to calmodulin | P42858 | AlphaScreen His-mHTT/GST-CaM binding, luminescence | inhibition, % at 15 µM | hit rate 3.6% among 190,000;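 note: 0% = both proteins with DMSO and 100% = one protein alone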
# Target sequence (P42858 whole entry, looked up, stated change not applied): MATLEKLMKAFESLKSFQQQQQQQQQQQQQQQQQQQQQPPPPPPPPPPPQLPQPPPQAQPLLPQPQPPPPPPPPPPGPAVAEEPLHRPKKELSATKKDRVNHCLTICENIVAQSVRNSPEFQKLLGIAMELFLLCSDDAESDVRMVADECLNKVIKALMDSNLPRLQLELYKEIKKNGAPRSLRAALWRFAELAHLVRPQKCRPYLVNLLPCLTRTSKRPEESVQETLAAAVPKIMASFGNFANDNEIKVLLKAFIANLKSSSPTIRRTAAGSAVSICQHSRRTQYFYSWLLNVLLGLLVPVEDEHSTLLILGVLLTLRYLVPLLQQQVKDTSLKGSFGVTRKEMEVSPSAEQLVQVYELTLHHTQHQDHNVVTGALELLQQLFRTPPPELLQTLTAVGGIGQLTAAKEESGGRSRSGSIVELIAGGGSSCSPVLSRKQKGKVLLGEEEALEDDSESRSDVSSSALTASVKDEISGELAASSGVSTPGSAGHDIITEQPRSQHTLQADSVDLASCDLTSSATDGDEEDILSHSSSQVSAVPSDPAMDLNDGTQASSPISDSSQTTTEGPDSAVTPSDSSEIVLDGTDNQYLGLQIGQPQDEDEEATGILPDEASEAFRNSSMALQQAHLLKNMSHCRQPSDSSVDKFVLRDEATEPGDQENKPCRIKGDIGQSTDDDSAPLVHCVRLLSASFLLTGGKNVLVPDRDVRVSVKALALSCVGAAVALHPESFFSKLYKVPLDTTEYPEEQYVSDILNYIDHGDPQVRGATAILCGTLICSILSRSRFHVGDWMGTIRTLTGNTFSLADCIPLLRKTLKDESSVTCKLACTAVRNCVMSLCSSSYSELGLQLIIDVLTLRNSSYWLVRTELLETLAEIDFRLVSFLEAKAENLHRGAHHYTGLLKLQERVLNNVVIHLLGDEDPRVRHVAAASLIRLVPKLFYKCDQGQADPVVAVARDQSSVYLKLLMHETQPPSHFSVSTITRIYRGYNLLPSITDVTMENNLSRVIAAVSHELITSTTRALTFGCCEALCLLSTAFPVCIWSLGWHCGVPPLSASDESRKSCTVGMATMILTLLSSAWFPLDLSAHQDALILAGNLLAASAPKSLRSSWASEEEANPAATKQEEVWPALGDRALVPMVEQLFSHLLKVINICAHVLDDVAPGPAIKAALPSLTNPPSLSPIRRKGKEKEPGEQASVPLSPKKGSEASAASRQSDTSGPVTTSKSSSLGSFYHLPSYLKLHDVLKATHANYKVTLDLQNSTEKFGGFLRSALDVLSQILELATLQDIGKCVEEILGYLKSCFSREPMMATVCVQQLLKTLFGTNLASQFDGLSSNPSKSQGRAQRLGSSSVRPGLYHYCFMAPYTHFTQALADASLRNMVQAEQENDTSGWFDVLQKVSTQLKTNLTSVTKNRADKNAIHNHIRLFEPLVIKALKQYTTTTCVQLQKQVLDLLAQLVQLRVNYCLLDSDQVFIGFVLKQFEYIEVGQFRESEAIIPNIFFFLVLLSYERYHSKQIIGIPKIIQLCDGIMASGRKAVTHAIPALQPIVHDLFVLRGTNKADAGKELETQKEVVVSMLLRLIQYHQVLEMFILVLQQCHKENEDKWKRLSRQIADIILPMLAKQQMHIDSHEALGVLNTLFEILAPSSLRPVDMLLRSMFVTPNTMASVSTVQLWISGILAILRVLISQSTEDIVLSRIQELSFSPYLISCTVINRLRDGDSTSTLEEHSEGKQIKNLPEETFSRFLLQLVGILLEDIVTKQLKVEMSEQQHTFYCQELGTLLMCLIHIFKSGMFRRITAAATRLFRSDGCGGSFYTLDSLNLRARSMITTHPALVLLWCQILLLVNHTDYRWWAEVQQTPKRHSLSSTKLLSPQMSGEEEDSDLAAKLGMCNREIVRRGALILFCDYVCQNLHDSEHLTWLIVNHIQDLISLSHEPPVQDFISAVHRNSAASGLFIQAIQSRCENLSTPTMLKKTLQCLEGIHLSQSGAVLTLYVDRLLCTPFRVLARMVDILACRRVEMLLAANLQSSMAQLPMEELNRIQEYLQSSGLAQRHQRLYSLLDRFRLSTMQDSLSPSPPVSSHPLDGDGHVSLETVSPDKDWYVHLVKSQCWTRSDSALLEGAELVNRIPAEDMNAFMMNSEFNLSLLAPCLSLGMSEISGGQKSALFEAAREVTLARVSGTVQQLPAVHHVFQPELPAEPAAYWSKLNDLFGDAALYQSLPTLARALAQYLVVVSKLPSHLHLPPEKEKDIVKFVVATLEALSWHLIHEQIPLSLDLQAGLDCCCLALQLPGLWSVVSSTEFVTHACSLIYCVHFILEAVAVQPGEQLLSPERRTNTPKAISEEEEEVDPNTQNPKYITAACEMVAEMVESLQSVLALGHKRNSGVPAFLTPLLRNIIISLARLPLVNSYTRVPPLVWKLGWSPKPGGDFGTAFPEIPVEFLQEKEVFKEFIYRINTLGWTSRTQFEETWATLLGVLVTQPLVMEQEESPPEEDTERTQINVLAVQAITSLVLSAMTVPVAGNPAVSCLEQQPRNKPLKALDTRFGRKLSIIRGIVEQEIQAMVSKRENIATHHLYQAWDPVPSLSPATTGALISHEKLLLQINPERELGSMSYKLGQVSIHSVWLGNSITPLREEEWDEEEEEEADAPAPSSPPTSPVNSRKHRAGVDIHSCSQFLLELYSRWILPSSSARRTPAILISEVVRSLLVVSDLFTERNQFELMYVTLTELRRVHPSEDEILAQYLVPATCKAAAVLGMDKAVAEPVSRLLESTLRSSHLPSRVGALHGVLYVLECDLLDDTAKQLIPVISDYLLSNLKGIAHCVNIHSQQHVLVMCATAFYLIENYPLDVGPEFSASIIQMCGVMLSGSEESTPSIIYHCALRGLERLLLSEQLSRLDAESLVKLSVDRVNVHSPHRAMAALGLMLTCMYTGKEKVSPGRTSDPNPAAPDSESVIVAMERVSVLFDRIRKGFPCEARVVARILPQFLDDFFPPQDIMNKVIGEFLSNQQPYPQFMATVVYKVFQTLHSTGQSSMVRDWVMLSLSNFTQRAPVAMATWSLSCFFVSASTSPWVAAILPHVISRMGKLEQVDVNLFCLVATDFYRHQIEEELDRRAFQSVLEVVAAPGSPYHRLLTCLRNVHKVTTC
# * marks the source's active call; other numbers are inactive results; i = inactive; . = not tested or not shown; & = joins results of further samples. Cut-off read from the data, not from the text of the source: active = inhibition above about 50%; inactive = the rest.
SMILES,Pf apPOL inh,mHTT CaM bind
Cc1c(C(=O)NC2CCCC2)cccc1[N+](=O)[O-],-10,-1
O=C(CSc1nnc(OC(=O)c2cccs2)n1C1Cc2ccccc2C1)c1ccc2c(c1)OCCO2,-13,.
COc1ccccc1CCC(=O)N1CCCC1c1nc(-c2cccc(Cl)c2)no1 (stereo not drawn),-1,37
N#Cc1cc(Oc2ccc(F)cc2)nc2ccccc12,-10,-17
CC12CCC(C(=O)N(c3ccccc3Br)C1=O)C2(C)C (stereo not drawn),-4,-1
CN(C)c1oc(-c2ccc([N+](=O)[O-])cc2)nc1C#N,4,0
O=C(CC1CCN(S(=O)(=O)c2ccc(Cl)s2)CC1)NCCCN1CCOCC1,-2,0
Fc1cc(F)cc(CN2CCc3nc(Nc4ccc5c(c4)OCO5)ncc3C2)c1,-1,73*
O=C(Nc1ccccc1F)C1CC(=O)N(c2ccc(Cl)cc2)C1 (stereo not drawn),-3,-3
O=C(Nc1ccc(F)cc1)C1CCCN(c2ncc(-c3ccccc3)cn2)C1 (stereo not drawn),0,-5
O=S(=O)(c1cccs1)n1cnc2ccccc21,-13,-2
CCOC(=O)c1cc(C(C)(C)C)n(CCCNC(=O)OC(C)(C)C)c1C,-10,.
CC(=O)NC(=O)c1cc2ccccc2oc1=Nc1ccc(C(F)(F)F)cc1,-3,-1
O=[N+]([O-])c1ccc(C23CC4CC(CC(O)(C4)C2)C3)cc1,5&0,-2&-3
Cn1cccc1/C=N/NC(=O)CCCCCCCC(=O)N/N=C/c1cccn1C,.,i
CN1CCN(Cc2c(O)ccc3c2OC(=Cc2ccncc2)C3=O)CC1,-2,-3
COc1ccc(I)cc1S(=O)(=O)N1CC(C)OC(C)C1 (stereo not drawn),-4,0
O=C1OC(c2ccccc2)=C/C1=C/c1cccn1-c1cccc([N+](=O)[O-])c1,-2,77*
N#Cc1cccc(C(=O)NC2CCN(C(=O)C3CC3)C2)c1 (stereo not drawn),-2,-5
COc1cc(OC)c(OC)cc1/C=C1N=C(/C=C/c2ccc(C)cc2)OC/1=O,1,5
CCN(C(=O)COc1ccccc1)c1ccccc1,0,22
CCN1CCN(C(=O)c2cc3cn(C(C)C)cc3s2)CC1,-4,19
COC(=O)c1cccc(C(=O)Nc2ccc(C)c(F)c2)n1,0,-6
Cc1ccc(NC(=O)C2CC(=O)N(c3cc(C)cc(C)c3)C2)cc1 (stereo not drawn),-4,1
CC(=O)c1c(C)nn2c3ccccc3n(CCN3CCCCC3)c12,-6,-2
CC(C)n1ccc(C(=O)N(Cc2ccccn2)c2nc3c(Cl)cccc3s2)n1,2,-6
CC1(C)C(C(=O)ON2C(=O)CCC2=O)C1(C)C,8,-9
COC(=O)c1ccc(Cl)cc1NS(=O)(=O)c1cccc(C(F)(F)F)c1,1,.
NS(=O)(=O)c1ccc(CCNC(=O)c2ccc(Cl)cc2[N+](=O)[O-])cc1,6,-5
COc1ccccc1CN1CCc2nc(SCc3ccc(F)cc3)[nH]c(=O)c2C1,-2,27
CSc1ccc(NC(=O)C2CC(=O)N(c3ccc4c(c3)CCN4C(=O)C3CC3)C2)cc1 (stereo not drawn),1,0
CN(Cc1ccncc1)C(=O)NC(C)(C)C,-3,3
Cc1cc(C)c(N)c(C)c1N,-2,0
COc1cccc(-c2n[nH]c(CC(C)C)c2NC(C)=O)c1,3,-8
N#Cc1cccc(Cn2cc(S(=O)(=O)N3CCCCC3)ccc2=O)c1,-3,-3
CN(C)CCNC(=O)C1CCN(c2nccnc2Sc2ccccc2)CC1,-5,9
Cc1ccccc1Cn1c(=O)c(CCC(=O)NC2CC2)nc2ccccc21,-18,-5
O=C(NCCc1cccs1)C1CCc2sc(C(=O)N3CCOCC3)cc2C1 (stereo not drawn),-4,0
COc1cccc(CC(=O)Nc2cc(C)n(-c3ccc(C#N)cc3)n2)c1,-7,12
Nc1ccccc1C(=O)NCCN1CCNC1=O,-6,.
CC(Oc1ccccc1F)C(=O)Nc1nc2ccc(S(C)(=O)=O)cc2s1 (stereo not drawn),2,-1
O=C(O)CCc1ccc(-c2cccs2)n1-c1ccc(F)cc1,-11,10
O=C(c1ccsc1)N1CCC2(CC1)NC(=O)N(Cc1ccccc1)C2=O,-4,0
Cc1cccc(/C=C2\N=C(c3ccccc3Cl)OC2=O)c1,0,24
COc1cccc(C(=O)Nc2cccc(SC)c2)c1,1,-6
O=C(Nc1ccc(NC(=O)c2ccc(Cl)cc2Cl)cc1)c1cc2ccccc2o1,0,1
CCNC(=O)N1CCCC(c2cccc(C(=O)NCc3cccnc3)c2)C1 (stereo not drawn),1,1
COc1ccccc1N1C(=O)c2ccccc2NC1c1ccc(NC(C)=O)cc1 (stereo not drawn),1,4
CCOC(=O)c1c(N(C)S(C)(=O)=O)sc(C)c1C,-4,.
CC(=O)N1CCc2sc(S(=O)(=O)NCc3ccccc3)cc2C1,-4,-2

# (further entries)
SMILES,Pf apPOL inh,mHTT CaM bind
Cc1ccc(S(=O)(=O)N2CCSC2c2ccccc2Cl)c(C)c1 (stereo not drawn),-4,-55
O=C1NN(c2cccc(Br)c2)C(=O)/C1=C/C=C/c1ccco1,0,1
O=C(NCc1ccc(Cl)cc1)C(=O)Nc1ccc([N+](=O)[O-])cc1,-5,2
CC(c1ccccc1)c1nnc(N)s1 (stereo not drawn),6,-5
COc1ccc(C(C)NC(=O)C2CCN(c3cncnc3N3CCCC3)CC2)cc1 (stereo not drawn),-2,22
Cc1nc2ccccc2c2c1C(=O)N(c1cccc(Cl)c1C)C2=O,6,9
CC1CCN(S(=O)(=O)c2ccc(F)c(C(=O)Nc3cccc(Cl)c3Cl)c2)CC1,1,-5
Cc1cc(C)c2c(=O)[nH]c(SCC(=O)c3ccccc3)nc2n1,0&0,0&-4
CCN1CCN(CCCNC(=O)c2cc3cn(C4CC4)cc3s2)CC1,-6,19
CC(=O)Nc1ccc(S(=O)(=O)N2CCN(C3CCCCCCC3)CC2)cc1,0,2
N#Cc1c(SCC(=O)O)sc2c(=O)[nH]c(=O)[nH]c12,.,1
CCCNC(=O)c1ccc2c(c1)N(CCC)C(=O)C1CCC(=O)N21 (stereo not drawn),-3,-2
COc1cc(N2Cc3ccccc3C2)ccc1C=O,-5,72*
O=C(NC1CC1)c1cccc(OCC2CCCN(C(=O)c3ccc(F)c(Cl)c3)C2)c1 (stereo not drawn),-3,-1
Cc1cc(OCC(=O)N2N=C3CCCCC3C2(O)C(F)(F)F)ccc1Cl (stereo not drawn),3,80*
O=c1c(Br)c(N2CCCC2)cnn1-c1ccccc1,3,3
CCNc1cc(N2CCC(CCC(=O)Nc3cccc(OC)c3)CC2)ncn1,-4,7
O=C(CCSc1ccccc1)NCCn1nc(-c2ccco2)ccc1=O,3,-5
FC(F)(F)c1[nH]ncc1-c1ccccc1,-9,.
COc1ccc(N2CCN(C(=O)c3cc4c(s3)CN(C3CCCC3)C4)CC2)cc1,-2,7
O=C(NCCc1ccccc1)Nc1nccn(-c2ccccc2)c1=O,0,-2
Cc1cc(C)n(-c2ccc(=O)n(CCNS(=O)(=O)Cc3ccccc3)n2)n1,-6,-7
C=CCSc1nnc2c(n1)OC(c1cccc(C)n1)N(C(C)=O)c1ccccc1-2 (stereo not drawn),-73,-1
O=C(Nc1nccs1)C(c1ccccc1)n1cccc1 (stereo not drawn),5,35
C=CCc1cc(C)ccc1OCCCCN1CCCC1,-3,2
Cc1ccccc1-n1nc2c(c1NC(=O)c1ccc(C(C)(C)C)cc1)CS(=O)(=O)C2,1,13
O=c1[nH]cc(S(=O)(=O)Nc2ccc3c(c2)OCO3)c(=O)[nH]1,-1,20
CN(C)c1ccc(-c2ccc3ccccc3n2)cc1,-8,-26
CC1Cc2nc(SCC(=O)NCCc3ccccc3)n(C)c(=O)c2S1 (stereo not drawn),0,-3
NNC(=O)c1n[nH]c(=O)c2ccccc12,-6,-3
CCCCc1ccc(/C=C(\C#N)C(N)=S)s1,.,63*
Cc1cc(N)n(-c2nc(C)nc3sc4c(c23)CCC(C)C4)n1 (stereo not drawn),-5,-20
O=C(NC1CC1)c1ccccc1OCC1CCN(C(=O)c2ccc(F)cc2)CC1,5,5
COc1cccc(-c2nc(C3CCCN(C(=O)C4CCCC4)C3)no2)c1 (stereo not drawn),-1,-18
COc1ccc(CCC(=O)NCC2(O)CCCC2)cc1,-4,-2
CC(C)Cc1nnc(NS(=O)(=O)Cc2ccccc2)s1,-1,0
O=c1[nH]c2ccccc2c(O)c1C1=NS(=O)(=O)c2ccccc2N1,7,-9
COc1cccc(-c2cc(NCc3ccc4c(c3)OCO4)nc(N)n2)c1,4,.
CC(C)CCC(=O)N1CCN(c2nc(CN3CCC(C)CC3)cs2)CC1,-4,-7
CCCn1cnnc1C1CCCCN1C(=O)Cc1ccsc1 (stereo not drawn),2,-1
CCOC(=O)COc1cccc2c(=O)n(CC(=O)NCCc3ccccc3)ccc12,-7,5
O=C1OC(c2ccc([N+](=O)[O-])cc2)=N/C1=C\c1ccccc1Cl,-3,5
CCCCNC(=S)N1CCc2cc(OC)c(OC)cc2C1COc1ccc(CC)cc1 (stereo not drawn),-1,12
Cc1ccc(C2CCCN2C(=O)c2cc(C)no2)cc1 (stereo not drawn),-4,-3
COc1ccc2c(c1)N1CCN(c3ccccc3F)CC1C(C(=O)NC1CC1)C2 (stereo not drawn),-3,39
O=[N+]([O-])c1ccccc1C1Oc2ccccc2C2CC(c3ccccc3)=NN21 (stereo not drawn),-1,31
O=C1c2ccccc2NC(c2ccc(O)cc2)N1Cc1ccco1 (stereo not drawn),5,13
O=C(NCCN1CCOCC1)c1cc2n(n1)CCCN(Cc1cccc(F)c1)C2=O,-1,-1
COc1ccc(C2CCCN2C(=O)Nc2ccc(C)c(Cl)c2)cc1 (stereo not drawn),-1,-10
COc1ccc(NC(=O)c2ccc(Cl)cc2)cc1,-47,3

# Going on with the list:
SMILES,Pf apPOL inh,mHTT CaM bind
O=C(NCc1ccc(N2CCCC2)nc1)c1ccccc1Br,-1,6
CCOC(=O)C1=CN(CC)S(=O)(=O)N=C1C,-3,-23
CCCCC1CCC(C(=O)NCC2(N(C)C)CCCCC2)CC1 (stereo not drawn),-2,2
Cc1nc2cc(-c3ccco3)[nH]n2c(=O)c1C,-10,-2
Nc1nc(Sc2c(Cl)cccc2[N+](=O)[O-])n[nH]1,-7&-5,.
CC1(C)CC(=O)CC(=Nc2ccc3[nH]c(=O)[nH]c3c2)C1,.,-2
Cc1cc(C)cc(S(=O)(=O)N2CCC(C(=O)NCCc3csc(C)n3)CC2)c1,-7,19
O=C1NN=C(c2ccccc2)/C1=C/c1ccc(-c2ccc(Cl)cc2)o1,-1,61*
CN(C(=O)c1ccc(Cl)cc1)c1ccccc1,-10,-6
Clc1c2c(nc3ccccc13)CCCC2,.,-1
CN(C)c1nc(-c2ccccc2)ncc1C(=O)NCc1ccncc1,-2,-2
CCOc1cccc2cc(C(=O)Nc3ccc(OC)cc3)c(=Nc3ccc(C(=O)O)cc3)oc12,-1,2
COc1ccccc1NC(=O)N1CCc2c(c(COCc3ccc(Cl)cc3)nn2C)C1,-4,-7
Cc1ccc(Cn2c(=O)c(CCC(=O)NCc3ccc(F)cc3)nc3ccccc32)cc1,-6,35
COCCN1C(=O)c2ccccc2C(C(=O)NCc2ccccn2)C1c1ccc(F)cc1 (stereo not drawn),3,1
O=C(O)c1ccccc1C(=O)NC1=NN(c2ccccc2)CC1,1,4
COc1cccc(/C=C2/N=C(c3cccc(Br)c3)OC2=O)c1OC,-5,9
COc1ccc2cc(C(=O)NC3CC(O)C(CO)C3)[nH]c2c1 (stereo not drawn),-11,-3
O=C(c1ccc(Br)cc1)N1CCC(n2c(-c3ccco3)nc3cccnc32)C1 (stereo not drawn),-3,84*
CCOc1nc(-c2ccccc2)c2cc(C)ccc2n1,11,-26
CCC(=O)N1CCc2c(nc(-c3ccc(F)cc3)[nH]c2=O)C1,-4,-1
Cc1cc(C)c(C(=O)NCCc2ccccc2)c(C)c1,2,-8
COc1cccc(-c2noc(Cn3ccnc3C)n2)c1,-2,-7
CC1CCc2c(sc(NC(=O)C3CC=CCC3C(=O)O)c2C(N)=O)C1 (stereo not drawn),0,-2
COc1ccc(OC)c(Nc2nc(C)c(C(C)=O)s2)c1,-1,13
O=C(c1noc2c1CCCCC2)N1CCCCCC1,0,1

# Rows are unselected; overall some 3.5% were active at least once.
